S100A4 inh HTS: inhibitors of human S100A4 binding to myosin IIA peptide; P26447; S100A4/TAMRA-MyoIIA peptide fluorescence polarization; inhibition, % at 10.7 µM; 360,000 tested, 0.14% active;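 active = mean inhibition of at least 70% across replicates, with every replicate also reaching that level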
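Test system: S100A4 monomer protein. Medium: HEPES buffer with Ca2+, pH 7.2. Reagent: fluorescent myosin IIA peptide, 5 nM. Compound dosing: single-point compound testing. Timing: 5 min between mix addition and reading. Benchmarks: DMSO neutral and TFP positive wells.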
FN deposition inh: fibronectin deposition inhibition. AH1F fibroblasts, Alexa488-fibronectin deposition fluorescence, overnight. inhibition, % at 12.6 µM. 350,000 tested, 0.086% active;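 active = mean inhibition across replicates of 30% or more, regardless of how many single replicates reach that level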;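 note: positive control wells lacked labelled fibronectin entirely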
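material = AH1F fibroblast monolayer depositing Alexa488-labelled fibronectin into matrix | amount = 10000 AH1F cells/well | buffer or medium = DMEM plus 2% serum, read in PBS | incubation = 1 h cell adhesion before compound, then overnight fibronectin incubation | detection = fluorescence at 485 nm excitation, 525 nm emission | evaluation = percent inhibition as loss of matrix-bound fibronectin fluorescence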
RAD54 inh: blocks human RAD54 Holliday junction branch migration | Q92698 | FAM/BHQ fluorescence | 360,000 tested, 0.14% active | inhibition, % at 10.4 µM;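 active = mean normalized replicate activity at least 40 and at least half of replicates scoring 40 or more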;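 note: 0% = median of neutral control wells and 100% = median of positive control wells; inhibitors cause a drop in the FAM fluorescence signal; in these data hits start at about 50%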
esBAF inh: inhibitors of esBAF chromatin remodeling in mouse ES cells; Bmi1-luciferase knock-in reporter, 24 h; 100% = twice the neutral-well signal; reporter increase, % at 12.5 µM; 350,000 tested, 2% active; AID 602393; in the data active = activation above about 40%;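 note: 0% = median of the plate's neutral control wells and 100% = double that signal; a rise in the Bmi1 reporter signal indicates esBAF inhibition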
E-sel inducer: induces E-selectin expression in human endothelial cells; HUVEC E-selectin immunofluorescence imaging; normalized: neutral wells 0, TNF-alpha wells 100; activation, % at 7.58 µM; 260,000 tested, 0.37% active; AID 686992;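 active = mean E-selectin-positive cell signal at least 10% of the positive control, reached in at least 60% of replicates, without over 20% cell loss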;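 note: in these data hits start at about 27%; measured in HUVEC primary endothelial cells; signal is the percent of cells scored E-selectin positive by PE staining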
Target sequence (P16581 whole entry, looked up): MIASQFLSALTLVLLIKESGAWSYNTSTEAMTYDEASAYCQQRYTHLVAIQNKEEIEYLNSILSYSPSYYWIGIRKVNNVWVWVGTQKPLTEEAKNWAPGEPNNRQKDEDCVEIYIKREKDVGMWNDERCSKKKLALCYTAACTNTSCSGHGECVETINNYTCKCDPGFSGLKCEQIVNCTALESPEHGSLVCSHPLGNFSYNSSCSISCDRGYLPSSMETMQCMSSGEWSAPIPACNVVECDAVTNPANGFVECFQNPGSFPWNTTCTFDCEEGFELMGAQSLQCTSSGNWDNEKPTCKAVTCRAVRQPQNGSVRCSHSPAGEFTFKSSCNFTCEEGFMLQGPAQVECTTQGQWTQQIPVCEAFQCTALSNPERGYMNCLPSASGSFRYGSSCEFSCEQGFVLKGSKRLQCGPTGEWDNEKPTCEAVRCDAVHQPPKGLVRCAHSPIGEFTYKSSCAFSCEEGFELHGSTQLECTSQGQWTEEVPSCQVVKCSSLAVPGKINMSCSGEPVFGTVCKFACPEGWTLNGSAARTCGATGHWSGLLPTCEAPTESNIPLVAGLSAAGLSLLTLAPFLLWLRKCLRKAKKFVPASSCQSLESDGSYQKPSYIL
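System: HUVEC / Compound: single concentration / Signal: immunofluorescence imaging / Read-out: percent E-selectin-positive cells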
RAD52 inh: RAD52 (human) annealing inhibition; recombinant RAD52 DNA annealing, FRET fluorescence; 360,000 tested, 0.46% active; inhibition, % at 18.7 µM; P43351;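 active = every replicate showing at least 50% inhibition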
Target sequence (P43351 whole entry, looked up): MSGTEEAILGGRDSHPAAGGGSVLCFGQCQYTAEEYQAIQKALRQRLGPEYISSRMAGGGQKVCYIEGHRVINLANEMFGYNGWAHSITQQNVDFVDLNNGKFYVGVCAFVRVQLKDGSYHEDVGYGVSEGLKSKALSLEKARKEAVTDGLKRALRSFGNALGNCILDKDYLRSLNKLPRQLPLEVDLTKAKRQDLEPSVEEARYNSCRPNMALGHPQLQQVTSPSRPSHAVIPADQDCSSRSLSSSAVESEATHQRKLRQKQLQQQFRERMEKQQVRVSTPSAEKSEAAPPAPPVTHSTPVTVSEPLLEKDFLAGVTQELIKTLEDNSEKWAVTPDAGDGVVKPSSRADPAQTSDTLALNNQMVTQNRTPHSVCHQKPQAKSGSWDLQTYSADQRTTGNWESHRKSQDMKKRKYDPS
EWS-Fli block: blocks EWS/Fli oncoprotein-driven transcription. A673 NR0B1-luciferase reporter, viability-normalised. inhibition, % at 12.6 µM. 350,000 tested, 0.67% active. AID 651661;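 active = mean inhibition of at least 50% after viability correction, with every replicate also passing that limit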;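 note: firefly luciferase signal divided by Alamar Blue viability fluorescence both relative to DMSO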
Xi reactivation: reactivates the inactive X chromosome in mouse fibroblasts; XiGFP mouse fibroblasts, % GFP-positive cells imaging, 3 d; cells co-treated with 5-aza-dC sensitizer; scaled so ellipticine positive control = 100%; activation, % at 7.58 µM; 360,000 tested, 0.055% active; AID 743238;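 active = mean normalized replicate activation at least 10% and every replicate at or above 10%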;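 note: 0% = median of on-plate neutral control wells and 100% = ellipticine 6 µM median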
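Material: XiGFP fibroblasts, SV40-immortalized. Buffer or medium: DMEM plus 5-aza-dC sensitizer. Compound: single concentration per compound, delivered by pin transfer. Times: 3 days compound exposure. Controls: ellipticine 6 µM.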
* marks the source's active call; other numbers are inactive results; x = no result given; & = joins results of further samples.

Preview (10 entries):
SMILES	S100A4 inh HTS	FN deposition inh	RAD54 inh	esBAF inh	E-sel inducer	RAD52 inh	EWS-Fli block	Xi reactivation
COCC#Cc1ccc([C@@H]2[C@@H](CO)N3C(=O)CN(C(=O)Nc4ccc(F)cc4)C[C@@H]23)cc1	5.6	x	x	x	-0.6	-10.9	-5.2	0.0
CC(C)(C)CN1CCNC(=O)C1CC(=O)N1CCOc2ccccc2C1 (stereo not given)	7.1	-8.6	x	x	x	-19.5	-7.7	0.1
O=C(Nc1ccc2c(c1)[C@@H]1C[C@@H](CC(=O)N3CCCCC3)O[C@@H](CO)[C@@H]1O2)NC1CCCCC1	-1.9	2.9&-10.4	-9.3	0.2	-1.7&0.0	7.8	5.2	0.0&0.0
O=C(Cc1ccccc1)N(c1ccc(F)cc1)C1C=CS(=O)(=O)C1 (stereo not given)	-1.4&-6.5	x	-2.7	-2.9	x	12.1&-22.4	-1.3	x
COc1ccc(-c2ccc(NS(=O)(=O)c3cc([N+](=O)[O-])c(C)c([N+](=O)[O-])c3)cc2)nn1	2.8	-7.2	3.1	-1.8	x	2.9	-0.9	0.0
Cc1cccc(-c2ccc([C@@H]3[C@@H](CO)N4C(=O)CN(C(=O)c5ccc6c(c5)OCO6)C[C@H]34)cc2)c1	-3.8	6.5	x	x	0.2	18.7	-4.7	0.1
COc1cc(S(=O)(=O)N(Cc2cccnc2)Cc2ccco2)ccc1-n1cnnn1	-2.3	x	6.3	-1.5	x	-25.5	6.6	x
Cc1ccc(C)c(S(=O)(=O)/N=C2\C=C(NS(=O)(=O)c3ccccc3)C(=O)c3ccccc32)c1	2.6	-10.0	-6.3	-7.2	x	-9.1	-22.4	0.1
CCCCN(C)CCNC(=O)c1cn(C)c(=O)c2c1c1ccccc1n2C	9.8	-1.8	9.3	0.6	x	14.8	15.5	0.0
Cc1noc(C)c1NC(=O)Nc1ccc2c(c1)C(=O)N([C@H](C)CO)C[C@H](C)[C@@H](CN(C)C(=O)Nc1ccccc1)O2	0.2	1.8	-6.0	-1.8&-2.9	-0.2	-7.2	-4.8&-7.6	-0.1&0.3

This part in full (from the top)
SMILES	S100A4 inh HTS	FN deposition inh	RAD54 inh	esBAF inh	E-sel inducer	RAD52 inh	EWS-Fli block	Xi reactivation
COCC#Cc1ccc([C@@H]2[C@@H](CO)N3C(=O)CN(C(=O)Nc4ccc(F)cc4)C[C@@H]23)cc1	5.6	x	x	x	-0.6	-10.9	-5.2	0.0
CC(C)(C)CN1CCNC(=O)C1CC(=O)N1CCOc2ccccc2C1 (stereo not given)	7.1	-8.6	x	x	x	-19.5	-7.7	0.1
O=C(Nc1ccc2c(c1)[C@@H]1C[C@@H](CC(=O)N3CCCCC3)O[C@@H](CO)[C@@H]1O2)NC1CCCCC1	-1.9	2.9&-10.4	-9.3	0.2	-1.7&0.0	7.8	5.2	0.0&0.0
O=C(Cc1ccccc1)N(c1ccc(F)cc1)C1C=CS(=O)(=O)C1 (stereo not given)	-1.4&-6.5	x	-2.7	-2.9	x	12.1&-22.4	-1.3	x
COc1ccc(-c2ccc(NS(=O)(=O)c3cc([N+](=O)[O-])c(C)c([N+](=O)[O-])c3)cc2)nn1	2.8	-7.2	3.1	-1.8	x	2.9	-0.9	0.0
Cc1cccc(-c2ccc([C@@H]3[C@@H](CO)N4C(=O)CN(C(=O)c5ccc6c(c5)OCO6)C[C@H]34)cc2)c1	-3.8	6.5	x	x	0.2	18.7	-4.7	0.1
COc1cc(S(=O)(=O)N(Cc2cccnc2)Cc2ccco2)ccc1-n1cnnn1	-2.3	x	6.3	-1.5	x	-25.5	6.6	x
Cc1ccc(C)c(S(=O)(=O)/N=C2\C=C(NS(=O)(=O)c3ccccc3)C(=O)c3ccccc32)c1	2.6	-10.0	-6.3	-7.2	x	-9.1	-22.4	0.1
CCCCN(C)CCNC(=O)c1cn(C)c(=O)c2c1c1ccccc1n2C	9.8	-1.8	9.3	0.6	x	14.8	15.5	0.0
Cc1noc(C)c1NC(=O)Nc1ccc2c(c1)C(=O)N([C@H](C)CO)C[C@H](C)[C@@H](CN(C)C(=O)Nc1ccccc1)O2	0.2	1.8	-6.0	-1.8&-2.9	-0.2	-7.2	-4.8&-7.6	-0.1&0.3
CC(=O)N1c2ccc(S(=O)(=O)N3CCCC3)cc2CC1C(=O)NCc1cccc(F)c1 (stereo not given)	2.5	-4.1	-12.1	-9.1	-0.3	-3.9	x	0.0
CCN(c1ccccc1)S(=O)(=O)c1ccc(C(=O)NCCCN2CCOCC2)cc1	-1.3	-0.9	5.3	-2.5	11.9	-15.6	-10.3	-0.1
CC(=O)Nc1ccc(N(CC(=O)NCC2CCCO2)C(=O)CCC(=O)Nc2cc(C)on2)cc1 (stereo not given)	-2.2	-8.0	13.7	-1.1	x	-15.7	-2.5	0.3
CCCCN(C(=O)CCSc1ccc(F)cc1)c1c(N)n(Cc2ccccc2)c(=O)[nH]c1=O	-3.9	-1.3	x	-1.7	-0.1	-7.9	3.7	0.4
Cn1c(=O)c2c(nc(NCCO)n2CCCc2ccccc2)n(C)c1=O	0.1	-3.2	1.6	7.1	-0.1	0.2	10.4	0.0
NC1=NC(=O)/C(=C\c2ccc(O)c([N+](=O)[O-])c2)S1	-1.4	5.6	x	x	x	-6.9	3.5	0.0
O=[N+]([O-])c1ccc(-c2cn3c(n2)SCC3)cc1	3.9	0.9	-9.4	59.6*	-2.3	12.9	-80.4	-0.1
C=CCN(c1ccc(F)cc1)S(=O)(=O)c1cc(C(=O)OCC(=O)N(C)C2CCS(=O)(=O)C2)ccc1Cl (stereo not given)	-1.6	1.7	7.2	6.6	-0.2	-25.7	7.9	0.2
O=S(=O)(Nc1ccncc1Cl)c1ccc2ccccc2c1	1.7	-2.9	-9.2	-2.3	4.3	-25.7	5.3	0.0
COc1ccc(NC(=O)c2ccc(NS(=O)(=O)c3cccc4cccnc34)cc2)cc1	-1.2	4.0	-5.2	-1.5	-0.1	-5.2	-0.1	0.0
COc1cccc(C(O)c2ncc(-c3ccccc3)[nH]2)c1 (stereo not given)	-3.5	-4.7	-5.5	17.9	-0.1	-13.8	-85.0	0.2
CC(C)NC(=O)Nc1ccc2c(c1)C(=O)N([C@H](C)CO)C[C@@H](C)[C@@H](CN(C)C(=O)CCC(F)(F)F)OCCCC[C@H](C)O2	-3.0	-4.4	-3.2	x	0.1	11.8	x	0.3
COc1cccc(/C=C/C(=O)OCC(=O)c2c[nH]c3ccccc23)c1OC	3.0	6.5	-16.2	5.9	x	-51.1	4.0	-0.1
Cc1noc(C)c1C(=O)OC(C)C(=O)Nc1ccc([N+](=O)[O-])cc1C(F)(F)F (stereo not given)	-0.4	-3.8	5.2	-5.9	0.1	-8.9	-2.8	0.2
CC(C)NC(=O)N(C)C[C@H]1OCCCC[C@@H](C)Oc2ccc(NC(=O)NC3CCCCC3)cc2C(=O)N([C@H](C)CO)C[C@H]1C	-4.3	-2.4	-4.8	4.0	0.4	11.3	-6.8	-0.1
Clc1ccccc1-c1nc(-c2ccccc2)n[nH]1	x	0.7	-0.8	36.6	0.9	x	x	x
CCCCNC(=O)C1C(c2ccccc2)=Nc2ccccc2N1C(=O)c1ccc(C)cc1 (stereo not given)	-3.9	-10.1	x	x	-0.4	-21.4	9.5	0.6
O=C(NCC1CCCO1)C1CCN(S(=O)(=O)c2ccc(Br)cc2)CC1 (stereo not given)	-13.1	-11.6	-6.6	-4.8	x	-10.8	x	0.5
O=C(NCCCN1CCOCC1)c1ccc2c(c1)N(Cc1ccccc1)CCS2	-2.8	-3.8	3.5	0.0	2.3	-1.8	4.7	0.3
COc1ccc(NC(=O)N2CCC3(CC2)CN(C(=O)c2cccnc2)[C@H](CO)c2[nH]c4cc(OC)ccc4c23)cc1	x	-1.7	x	x	-0.3	x	3.9	0.1
CC(=O)N1CCCCN2[C@H](CO)[C@H](c3ccc(-c4ccccc4)cc3)[C@@H]2C1	69.7	11.4	-0.4	-9.8	0.3	5.5	2.0	0.1
Cc1ccc(-n2c(=S)[nH]c3sc4c(c3c2=O)CCc2ccccc2-4)cc1	6.8	1.8	x	x	x	-18.8	18.5	0.0
COc1ccc(C2CC3(O)CC(C#N)(C(=O)N3)C2(C#N)C#N)cc1 (stereo not given)	0.1	1.8	x	x	3.9	-11.6	14.0	0.5
CN(CC(=O)Nc1cccc(F)c1)C(=O)CCCN1C(=O)c2cccc3cccc(c23)C1=O	0.6	-1.2	5.3	x	x	-18.5	-21.6	0.1
CCCN1[C@H](C(=O)OC)[C@@H](CO)[C@@H]2Cn3c(ccc(-c4ccccc4)c3=O)[C@@H]21	-6.0	x	-14.3	2.3	0.1	-19.7	0.2	-0.1
Cn1cnc(S(=O)(=O)N2C[C@@H](O)COC[C@@H]3O[C@@H](CC(=O)NC4CCC4)CC[C@H]32)c1	-1.6	3.5	-10.7	-9.5	0.0	-0.2	x	-0.1
O=C(C[C@H]1CC[C@@H](NS(=O)(=O)c2ccccc2)[C@@H](CO)O1)N1CCC(Cc2ccccc2)CC1	-3.3	-12.1	x	x	-0.3	7.5	0.7	0.0
Cc1ccc(-n2c(P(C)(=O)O)nc3ccccc32)cc1	-6.6	-2.5	3.3	-4.5	-2.3	-12.3	-8.6	0.0
N#C[C@H](N)[C@H]1O[C@@H](n2ccc(=O)[nH]c2=O)[C@H](O)[C@@H]1O	1.9	2.8	x	x	0.2	-63.2	-13.0	0.2
COc1ccc(NC(=O)C(C)N=C2NS(=O)(=O)c3ccccc32)cc1S(N)(=O)=O (stereo not given)	18.8	3.5	-7.3	1.6	x	-1.4	6.5	0.7
C[C@H]1CN([C@@H](C)CO)C(=O)c2cc(-c3ccccc3)cnc2O[C@@H]1CN(C)C(=O)NC1CCCC1	0.5	-7.6	0.1	-3.8	2.2	-7.0	-4.2	0.3
C[C@@H]1CN([C@H](C)CO)C(=O)CCCn2nncc2CO[C@H]1CN(C)S(=O)(=O)c1ccc(Cl)cc1	-1.4&-18.2	0.7&5.1	-14.2&-3.9	-2.0&-4.5&-1.6	-0.1&0.2	2.7&3.0	-5.7&3.6&-1.0	0.1&0.5
COC(=O)c1ccc2c(=O)n(CCCN3CCCC3=O)c(=S)[nH]c2c1	-2.1	x	12.4	0.1	x	-3.6	1.8	x

Source: PubChem (Broad Institute)
